Compound activity: PubChem, National Center for Advancing Translational Sciences (NCATS)
Lipid storage S3 – qHTS Assay for Lipid Storage Modulators in Drosophila S3 Cells | lipid storage change, negative = inhibition, % at the top dose, mostly 46.1 µM; hits show Potency in µM | 320,000 tested, 0.64% active | Drosophila S3 cells, BODIPY lipid droplet fluorescence, 18-24 h; cells fed with added oleic acid; active = well fitted inhibition curve with a large enough effect in the signal ratio, with a control signal flat, not every such curve was filed as active; inconclusive = small, poorly fitted or top-dose-only effect, or effect the other way, or a change in a side signal; the % refers to the signal ratio
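Drosophila S3 cells loaded with oleic acid (400 uM, as added) and compounds at several concentrations; lipid droplets imaged by 488-nm laser-scanning cytometry, 500–530 nm intensity and object ratio to cell channel. Percent activity normalized to 20 uM Triacsin C.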
Lipid storage S3 cell count max – also measured in Lipid storage S3; calls as there; cell number change, %; measured here: cell count max response;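 cells counted by Cell Tracker Red CMTPX staining in the red channel; peak over a dose series mostly up to 46.1 µM; percent activity relative to internal control wells on each plate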
* = called active by the depositor; i = inactive; ? = inconclusive; · = not tested or not shown. % is scaled to controls: 0 for no effect and ±100 for the full control effect; potency is read from the fitted curve at half-maximal effect. These rows are one share of the data; rates above refer to the full screens.

The opening 7 entries, to show the layout:
Every second line gives: Lipid storage S3 cell count max, Lipid storage S3
Cc1cc(NC(=O)Nc2ccc(OCc3ccccc3)cc2)n(C)n1
→ ·, ?
CCCCN(CC)Cc1ccc(CNC(=S)Nc2ccc(C)cc2Cl)o1
→ ·, ?
Cc1oc(C(=O)O)cc1COc1ccc2c3c(c(=O)oc2c1C)CCC3
→ ·, ?
Cc1cc(-c2nc(C)c(C(=O)NN)s2)no1
→ 13.7, 3.9%
Cn1c(SCC(=O)NNC(=O)c2ccccc2)nnc1C(F)(F)F
→ ·, ?
COc1ccc(CC(=O)O/N=C(\N)Cc2ccc(OC)cc2)cc1
→ 3.3, 13.4%
Cc1ccc(SCC(=O)NC(=O)c2ccc(S(=O)(=O)N(C)C)cc2)cc1C
→ ·, ?

The whole of this part (from the top)
Every second line gives: Lipid storage S3 cell count max, Lipid storage S3
Cc1cc(NC(=O)Nc2ccc(OCc3ccccc3)cc2)n(C)n1
→ ·, ?
CCCCN(CC)Cc1ccc(CNC(=S)Nc2ccc(C)cc2Cl)o1
→ ·, ?
Cc1oc(C(=O)O)cc1COc1ccc2c3c(c(=O)oc2c1C)CCC3
→ ·, ?
Cc1cc(-c2nc(C)c(C(=O)NN)s2)no1
→ 13.7, 3.9%
Cn1c(SCC(=O)NNC(=O)c2ccccc2)nnc1C(F)(F)F
→ ·, ?
COc1ccc(CC(=O)O/N=C(\N)Cc2ccc(OC)cc2)cc1
→ 3.3, 13.4%
Cc1ccc(SCC(=O)NC(=O)c2ccc(S(=O)(=O)N(C)C)cc2)cc1C
→ ·, ?
COc1ccc(OC(=O)c2cnc3n(c2=O)CCS3)cc1
→ ·, ?
Cc1ccnc(NS(=O)(=O)c2ccc(NC(=O)c3ccc4c(c3)OCCO4)cc2)n1
→ 1.3, 8.7%
Cc1ccc(C2CC(c3cccc(Br)c3)Nc3nnnn32)cc1 (stereo unspecified)
→ ·, ?
CSc1sc(C(=O)N2CCc3ccccc32)cc1S(=O)(=O)C(C)C
→ -0.7, -10.5%
Nc1ccc(C(=O)OCc2csc(-c3ccccc3)n2)cc1[N+](=O)[O-]
→ ·, ?
COc1ccc(C(c2nnnn2Cc2cccs2)N2CCC(C(N)=O)CC2)c(OC)c1 (stereo unspecified)
→ -16.6, 2.0%
C=CCn1c(O)c(C=Nc2ccc(CN3CCCCC3)cc2)c(=O)[nH]c1=S
→ 9.7, -7.3%
Cc1nn(CCOc2cccc(Cl)c2)c(C)c1[N+](=O)[O-]
→ ·, ?
O=C(CCCSc1ccc(Cl)cc1)Nc1cc(S(=O)(=O)N2CCOCC2)ccc1O
→ -18.8, 5.4%
O=C(Nc1ccc2cn[nH]c2c1)c1c(Cl)cccc1Cl
→ ·, ?
COc1cc(OC)cc(C(=O)N2CCN(Cc3cccc(F)c3)CC2)c1
→ ·, ?
Cc1cc(Nc2ccc(C(=O)O)cc2)nc(N)n1
→ ·, ?
COc1ccc(C(=O)/C=C(\C)Nc2ccc3c(c2)OCO3)cc1
→ -2.4, 7.8%
COc1ccc(C(=O)NCC(=O)N/N=C/c2ccc([N+](=O)[O-])s2)cc1OC
→ -0.2, 0.8%
COc1ccc(NC(=O)C2CCCN(C(=O)NC3CCCCC3)C2)cc1OC (stereo unspecified)
→ ·, ?
CCCCCC(=O)NC(=S)Nc1ccc(Br)cc1C
→ -11.4, 14.5%
CCCOc1ccc(-c2nc(N3CCN(CC)CC3)c3ccccc3n2)cc1
→ ·, ?
COC(=O)c1cccc(NC(=O)C2COc3ccccc3O2)c1 (stereo unspecified)
→ ·, ?
C#CCOCCOCCOCCNc1nc(N2CCOCC2)nc(N2CCN(C(=O)[C@H]([C@@H](C)CC)n3cc(CCCN=C(N)N)nn3)CC2)n1
→ -8.8, -5.2%
COc1ccc(-n2c(Cc3cccn3C)nnc2SCC(=O)Nc2cccc(NC(C)=O)c2)cc1
→ ·, ?
CC1CCCCC1Nc1ncnc2sccc12 (stereo unspecified)
→ 1.2, -23.1%
COc1ccc(Cl)cc1NC(=O)c1cc(-c2ccccc2)on1
→ ·, ?
CCN1C(=O)/C(=C\c2ccco2)C(C(=O)OC)=C1C
→ -2.7, -11.8%
Cc1cccc(-c2nc(CC(=O)Nc3cccc(S(=O)(=O)NC4=NCCC4)c3)cs2)c1
→ ·, ?
Cc1cc(C)c(C)c(S(=O)(=O)N2CCCN(C)CC2)c1C
→ ·, ?
O=C1CCC(=O)N1OCCOc1ccc(Cl)c2ccccc12
→ -12.4, -8.8%
Cc1ccc(S(=O)(=O)Cn2nnnc2C(C(C)C)N2CCSCC2)cc1 (stereo unspecified)
→ 2.2, 17.6%
CC(C)(O)c1[nH]c2ccc(C(F)(F)F)cc2c1C(C)(C)O
→ ·, ?
Cc1cc(Br)ccc1OCC(=O)N(Cc1nc(-c2ccccc2)no1)C(C)C
→ ·, ?
N#C/C(=C\c1cn(CCOc2ccccc2F)c2ccccc12)C(=O)NCc1cccs1
→ ·, ?
CCC1CCCCN1CC(=O)Nc1cc(C)nn1-c1nc(C)cc(C)n1 (stereo unspecified)
→ ·, ?
CC(=O)Nc1ccc(N2CCN(c3ccc(C(F)(F)F)cn3)CC2)nc1
→ 9.7, 0.2%
COc1ccc(CCNC(=O)C2CCN(C(=O)c3cccc(Cl)c3)CC2)cc1OC
→ 9.7, 8.2%
Nc1n[nH]c(C2CC2)c1N=Nc1ccc(Cl)c(Cl)c1
→ ·, ?
Cc1ccc(OC(=O)c2oc3ccc(F)cc3c2C)c(C)c1
→ -22.2, 18.6%
CCCSC(=S)NC1CCS(=O)(=O)C1 (stereo unspecified)
→ ·, ?
CSCCC(NC(=O)COc1ccccc1)C(=O)Nc1ccc(C)cc1 (stereo unspecified)
→ ·, ?
O=C(COC(=O)c1n[nH]c2ccccc12)Nc1ccccc1
→ ·, ?
O=C(c1ccc(Cl)cc1)n1cnc2ccccc21
→ ·, ?
CC(CNC(=O)C(C)(C)C)NC(=O)C(C)(C)C (stereo unspecified)
→ ·, ?
COc1ccc(/C=C(\NC(=O)c2cccs2)C(=O)NC(C)(C)C)cc1OC
→ ·, ?
O=C(NCc1ccc(Cl)cc1)C1CCC(CNc2c(N3CCCC3)c(=O)c2=O)CC1 (stereo unspecified)
→ 1.5, -0.9%
COc1ccc2oc(=O)c(/C(C)=N/Nc3nc(-c4cc(C)ccc4C)cs3)cc2c1
→ ·, ?
O=C(NCc1cccnc1)c1ccc(S(=O)(=O)N2CCOCC2)cc1
→ 16.0, i
Cc1ccc(S(=O)(=O)N(C)C)cc1[N+](=O)[O-]
→ ·, -3.7%
CCC(=O)NC(=S)Nc1cc(C(=O)O)ccc1OC
→ 19.2, 0.4%
NCCCC[C@@H](C(=O)N1CCNCC1)n1cc(CN)nn1
→ ·, ?
C/C(=C\c1ccccc1)C(=O)Nc1cc(C)on1
→ ·, ?
Cn1c(=O)n(C)c2cc(/C=N/NC(=O)c3ccncc3)ccc21
→ ·, 5.7%
Cc1cc(C)c(S(=O)(=O)c2cccc(Br)c2C)c(=O)[nH]1
→ 4.2, -24.1%
CC1CC(=O)Nc2ccccc2N1C(=O)COc1ccc2cc(Br)ccc2c1 (stereo unspecified)
→ ·, ?
CC(=O)Nc1cc(-c2nn3c(C)nnc3s2)ccc1C
→ ·, ?
O=C(CN(C(=O)CCC(=O)Nc1nccs1)c1ccccc1F)NCc1ccccc1
→ -22.2, i

Remaining list, next part:
Every second line gives: Lipid storage S3 cell count max, Lipid storage S3
O=C(CN(CCc1ccccc1)S(=O)(=O)c1ccc(Cl)cc1)N/N=C/c1ccc2c(c1)OCO2
→ ·, ?
CSc1ncc(CN2CCc3c([nH]c4ccccc34)C2c2cccc(C)n2)cn1 (stereo unspecified)
→ 9.0, -1.5%
CCOc1ccccc1C1C(C#N)=C(N)Oc2cc(C)n(C)c(=O)c21 (stereo unspecified)
→ -61.1, -26.6%
COc1ccc2c(c1)NC(c1ccc(N(C)C)cc1)c1cccn1-2 (stereo unspecified)
→ ·, ?
CCOC(=O)C1=C(C)NC(=O)NC1c1ccc(Cl)cc1Cl (stereo unspecified)
→ ·, ?
Cc1csc(NC(=O)CSc2nnc(-c3ccoc3C)o2)n1
→ ·, i
Cc1ccc(NC(=O)COc2ccccc2C#N)cc1S(=O)(=O)N1CCCCCC1
→ ·, ?
COc1ccc2c(c1)CCCC21NC(=O)N(CC(=O)c2cc(F)ccc2F)C1=O (stereo unspecified)
→ ·, ?
CCc1ccc(N(C(=O)c2csnn2)C(C(=O)NC(C)(C)C)c2ccncc2)cc1 (stereo unspecified)
→ 1.0, -16.1%
COc1ccc(Cn2nnc3ccccc32)cc1
→ 18.8, 18.4%
COc1ccc2c(C)nc(Nc3nc(C)c(C)c(=O)[nH]3)nc2c1
→ ·, ?
[O-]/[N+](=C\C=C\c1ccccc1)c1ccccc1
→ ·, ?
CCC(c1nnnn1C1CCCC1)N1CCN(Cc2ccccc2)CC1 (stereo unspecified)
→ 0.6, 2.0%
CN(CC(=O)OCC(=O)c1c(N)n(C)c(=O)n(C)c1=O)S(=O)(=O)c1ccc(Cl)cc1
→ -11.5, -4.3%
Cc1csc(/C(=N\O)c2csc(C)n2)n1
→ ·, ?
Cc1nn(-c2ccccc2)nc1C(=O)Nc1ccc2c(c1)OCCO2
→ ·, ?
Cc1cccc(NC(=O)CC2C(=O)NCCN2C(=S)Nc2ccccc2)c1 (stereo unspecified)
→ ·, ?
CCc1ccc(NC(=O)CSc2n[nH]c(=O)n2C2CC2)cc1
→ ·, ?
Cc1nnsc1NC(=O)OCc1ccc(C(F)(F)F)cc1
→ -10.5, 11.1%
CC1(OC(=O)C2CCCC2)C(=O)C=C2C=C(c3ccsc3)N(CCc3ccccn3)C=C2C1=O (stereo unspecified)
→ -13.1, 0.9%
Cc1c(NC(=O)c2cnn3c2NC(c2ccccc2)CC3C(F)(F)F)c(=O)n(-c2ccccc2)n1C (stereo unspecified)
→ ·, ?
O=C(NC(=S)NCC1CCCO1)c1cccs1 (stereo unspecified)
→ 0.9, i
O=C(NC1CC1)C1CC(=O)N(C2CCCCC2)C1 (stereo unspecified)
→ 19.5, 15.7%
Cn1c(N)c(C(=O)COC(=O)CCOc2ccc(C(C)(C)C)cc2)c(=O)n(C)c1=O
→ ·, ?
Cc1nc(C)c(-c2csc(Nc3ccc(N)cc3)n2)s1
→ ·, ?
O=C(/C=C/c1ccccc1)Nc1ccc2c(c1)OCCO2
→ 8.1, -5.0%
CN(C(=O)Cn1cccc1C1=NC(c2ccccc2)CO1)c1ccccc1 (stereo unspecified)
→ 4.3, 2.5%
COc1cccc(Oc2cc(NN3CCCCC3)c([N+](=O)[O-])cc2[N+](=O)[O-])c1OC
→ ·, ?
O=C(Cn1nnc(-c2ccc(OCc3ccccc3F)cc2)n1)N1CCOCC1
→ -16.4, -1.8%
CCn1cc(/C=C(\NC(=O)c2ccccc2F)C(=O)N2CCOCC2)c2ccccc21
→ ·, i
Cc1onc(-c2ccc(Cl)cc2)c1-c1ccnn1S(=O)(=O)c1cccc(C(F)(F)F)c1
→ ·, ?
CC(C)(C)Sc1ccc([N+](=O)[O-])cc1C(=O)Nc1ccncc1
→ ·, ?
COc1cc(NS(=O)(=O)c2cc3[nH]c(=O)c(=O)[nH]c3cc2C)cc(OC)c1OC
→ -6.9, -4.6%
O=C(CC(c1ccc(F)cc1)c1ccco1)N1CCOCC1 (stereo unspecified)
→ ·, ?
Cc1nc(C(=O)N2CCC(n3nccc3NC(=O)Nc3ccccc3Cl)CC2)cs1
→ 4.9, i
COc1ccc(-n2cnnc2SCC(=O)NCc2cccs2)cc1
→ ·, i
CCOC(=O)c1cccc(NC(=O)CSc2nc3ccccc3c(=O)n2CCOC)c1
→ ·, ?
S=C(NNc1ccnc2cc(Cl)ccc12)Nc1ccc(Cl)cc1Cl
→ -12.3, -18.0%
Cc1nn(CC(=O)O)c(C)c1[N+](=O)[O-]
→ 6.5, 0.3%
COc1ccc(C2C(C(=O)N3CCCCC3)CC(=O)N2c2ccc(OC)cc2)cc1 (stereo unspecified)
→ -20.0, 20.1%
CC1(C)CC(=O)C2=C(C1)Nc1cc(C(=O)c3ccccc3)ccc1NC2c1ccccn1 (stereo unspecified)
→ ·, ?
CCOc1ccc(S(=O)(=O)N2CCN(c3ccccc3OC)CC2)c2cccnc12
→ ·, ?
Cc1ccc(S(=O)(=O)Cc2cc(F)c([N+](=O)[O-])cc2[N+](=O)[O-])cc1
→ 20.1*, 0.411µM*
CCO/C=C/C(=O)N(C)CCC#N
→ 0.4, -10.1%
CCN1CCN(S(=O)(=O)c2ccc3[nH]c(=O)oc3c2)CC1
→ ·, ?
CN(C(=O)CSc1nnc(Cc2ccccc2F)n1N)C1CCS(=O)(=O)C1 (stereo unspecified)
→ ·, ?
Cc1ccc(S(=O)(=O)N2CCN(C(=O)NCc3ccc(F)cc3)CC2)c(C)c1
→ ·, ?
Cc1oc(-c2ccccc2F)nc1CN1CCC(C(=O)NC2CCCCCCC2)CC1
→ 2.4, 10.5%
CC(=O)c1ccc(N2CCN(C(=O)[C@H](C)NC(=O)c3ccccc3Cl)CC2)cc1
→ ·, ?
CS(=O)(=O)N(CC(=O)NCC1CCCO1)c1cc(Cl)ccc1Cl (stereo unspecified)
→ ·, ?
CC(C)c1cc(C(=O)N2CCCC(Nc3ccc(F)c(F)c3)C2)nc(N)n1 (stereo unspecified)
→ 3.8, -2.1%
CCOC(=O)CN(C(=O)CNC(=O)c1ccco1)C(C(=O)NC1CCCCC1)c1cccnc1 (stereo unspecified)
→ ·, ?
Cc1nnc(-c2cnn(C)c2N)n1Cc1ccccc1
→ ·, ?
Cc1cc(C)cc(NCc2cc(=O)oc3cc(C)c(O)cc23)c1
→ -21.3, -4.9%
CC1=NN(C(=O)c2cc(C)nn2C)C(O)(C(F)(F)F)C1 (stereo unspecified)
→ ·, ?
